EPAC2 antag: qHTS for Antagonist of cAMP-regulated guanine nucleotide exchange factor 2 (EPAC2): primary screen | AID 720708, 2013 | EPAC2 GEF exchange of Rap1B-BODIPY-GDP, fluorescence | Potency, µM (series often up to 114 µM), for inactives: at the highest dose activity, negative = inhibition, usual class: inhibitors | 360,000 compounds, 0.18% hits; also: potency is read from the fitted curve at half-maximal effect; % is scaled to controls: 0 for no effect and ±100 for the full control effect; nearly all actives have a fitted effect of over 45% in size; many of its hits are not listed in these tables
Target sequence (Q8WZA2 whole entry, looked up): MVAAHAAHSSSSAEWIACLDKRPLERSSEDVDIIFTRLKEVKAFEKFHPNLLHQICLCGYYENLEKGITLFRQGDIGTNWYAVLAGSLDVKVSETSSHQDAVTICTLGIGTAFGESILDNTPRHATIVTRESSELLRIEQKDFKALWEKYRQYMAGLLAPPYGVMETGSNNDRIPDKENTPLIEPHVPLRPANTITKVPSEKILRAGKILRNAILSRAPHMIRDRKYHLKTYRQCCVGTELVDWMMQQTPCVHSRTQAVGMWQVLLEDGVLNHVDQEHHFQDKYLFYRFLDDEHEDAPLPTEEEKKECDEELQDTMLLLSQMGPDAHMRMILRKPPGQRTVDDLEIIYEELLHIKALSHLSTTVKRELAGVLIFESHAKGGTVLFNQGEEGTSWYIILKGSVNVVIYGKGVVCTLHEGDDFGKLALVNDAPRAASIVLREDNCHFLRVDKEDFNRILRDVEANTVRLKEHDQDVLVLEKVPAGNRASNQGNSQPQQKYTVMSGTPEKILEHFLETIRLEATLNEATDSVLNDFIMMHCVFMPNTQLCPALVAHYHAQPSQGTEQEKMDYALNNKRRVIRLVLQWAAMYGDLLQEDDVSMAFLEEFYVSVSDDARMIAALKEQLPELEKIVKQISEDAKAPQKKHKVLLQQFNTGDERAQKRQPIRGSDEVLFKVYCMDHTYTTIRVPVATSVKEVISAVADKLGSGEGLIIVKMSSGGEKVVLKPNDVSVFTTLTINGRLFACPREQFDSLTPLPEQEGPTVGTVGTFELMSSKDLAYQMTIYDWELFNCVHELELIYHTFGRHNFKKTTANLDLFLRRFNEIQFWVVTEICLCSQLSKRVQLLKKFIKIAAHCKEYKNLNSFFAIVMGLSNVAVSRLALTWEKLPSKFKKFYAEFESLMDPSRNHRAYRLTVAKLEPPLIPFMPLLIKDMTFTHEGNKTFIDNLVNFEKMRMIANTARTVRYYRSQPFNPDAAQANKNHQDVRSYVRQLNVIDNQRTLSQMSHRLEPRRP
CCT chaperon mod: High-Throughput Screening for Modulators of Cytosolic Chaperonin Activity | purified chaperonin ATPase assay, HTRF ADP detection, 30 min | AID 651819, 2012 | 360,000 compounds, 0.3% hits | activity change, % (no concentration beside the values), hits read low; in the data active = activity change below about -30%; also: % is scaled to controls: 0 for no effect and ±100 for the full control effect
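ATPase activity: ADP formed was measured by HTRF Transcreener (665/615 nm ratio) after 30 min at 37 deg C with 10 uM ATP. Compounds screened at one 76 uM concentration against 40 or 20 nM TRiC in Tris pH 7.4/KCl/MgCl2/DTT buffer.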
A549 tox: Nrf2 qHTS screen for inhibitors: counterscreen for cytotoxicity. A549 ARE-Fluc cells, CellTiter-Fluor viability, 18-24 h. Potency, µM (highest dose often 46 µM), for inactives: at the highest dose activity change, negative = cytotoxicity, actives largely listed as inhibitors. 390,000 compounds, 0.16% hits; also: potency is read from the fitted curve at half-maximal effect; % is scaled to controls: 0 for no effect and ±100 for the full control effect
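Cytotoxicity counterscreen: CellTiter-Fluor fluorescence was measured in A549 ARE_Fluc cells after 18-24 h of compound exposure in a concentration series. The subsequent BugLite luminescent read reports ARE-luciferase activity.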
Akt phos inh: HTS Assay for Inhibitors of Akt Phophorylation: Primary Screen | Neuro2A IGF-stimulated pAkt S473 HTRF, 20 min; hits give low values | 360,000 compounds, 0.32% hits | AID 651550, 2012 | activity change, % for hits at 50 µM; in the data active = activity change below about -80%; inconclusive = mostly about -51% to -80%; also: % is scaled to controls: 0 for no effect and ±100 for the full control effect
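Single-point screen (50 µM final compound) in Neuro2A cells stimulated 20 min with 6 nM IGF at 37 deg C. After lysis, Ser473-phosphorylated Akt read by HTRF (ex 330 nm, em 615/665 nm) as the 665/615 ratio.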
TGFb SMAD3 inh: qHTS for Inhibitors of TGF-b; HepG2 CAGA-GFP TGF-b/SMAD3 reporter, GFP fluorescence, 18 h; TGF-beta stimulated, 500 pg/mL final; Potency, µM (top dose mostly 46.1 µM), for inactives: top-dose activity, negative = inhibition, actives largely listed as inhibitors; 410,000 compounds, 1.2% hits; AID 588855, 2011; also: potency is read from the fitted curve at half-maximal effect; % is scaled to controls: 0 for no effect and ±100 for the full control effect; nearly all actives have a fitted effect of over 65% in size
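First, reporter cells (HEPG2 CAGA-GFP) rested 2 h at 37 degrees C. Next, compounds were pinned in and TGF-beta added to 500 pg/mL final. After 18 h, GFP was imaged per cell and summed per well.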
EPAC2 agonist: qHTS for Agonist of cAMP-regulated guanine nucleotide exchange factor 4 (EPAC2): primary screen. 360,000 compounds, 0.079% hits. Rap guanine nucleotide exchange factor 4 (Homo sapiens), Q8WZA2. EPAC2 activation, biochemical qHTS; response scale: 100% = 6.5 mM cAMP response. AID 720711, 2013. Potency, µM (highest dose often 154 µM), for inactives: at the top dose activation, most hits filed as activators; also: potency is read from the fitted curve at half-maximal effect; nearly all actives have a fitted effect of over 50% in size
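Readout is BODIPY fluorescence (480 nm excitation, 540 nm emission), which falls as labeled GDP is exchanged off Rap1B. EPAC2 at 100 nM acted on 250 nM RAP1B-BODIPY-GDP with 50 uM GDP present.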
Mm-Cpn inhibitor: Inhibitors of TCP-1 ring complex (TRiC) of Methanococcus maripaludis (MmCpn): qHTS. Chaperonin Mm-Cpn (Methanococcus maripaludis). purified Mm-Cpn ATPase, ADP Transcreener TR-FRET. Potency, µM (top dose mostly 76.9 µM), inactives show at the top dose activity, negative = inhibition, actives largely listed as inhibitors. 330,000 compounds, 0.031% hits. AID 504842, 2011; also: potency is read from the fitted curve at half-maximal effect; % is scaled to controls: 0 for no effect and ±100 for the full control effect; nearly all actives have a fitted effect of over 80% in size
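Compound-treated chaperonin, 25 nM final, turns over 10 uM ATP at 37°C for 30 min following a 10 min preincubation; ADP generated competes with ADP-d2 for Eu-cryptate antibody, lowering FRET.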
Nrf2 inh: Nrf2 qHTS screen for inhibitors; A549 ARE-Fluc reporter, luciferase luminescence, 18-24 h; Potency, µM (highest dose often 46 µM), without a hit: at the highest dose activity change, negative = inhibition, usual class: inhibitors; 360,000 compounds, 2.1% hits; AID 504444, 2011; also: potency is read from the fitted curve at half-maximal effect; % is scaled to controls: 0 for no effect and ±100 for the full control effect; nearly all actives have a fitted effect of over 60% in size
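Two sequential reads on A549 ARE_Fluc cells exposed to compound for 18-24 h: a CellTiter-Fluor fluorescence read for viability, then a luciferase luminescence read for Nrf2/ARE activity.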
Nrf2 ARE act: qHTS of Nrf2 Activators; AREc32 ARE-luciferase reporter (MCF7-derived line), luminescence, 24 h; 410,000 compounds, 0.31% hits; Potency, µM (doses to about 46.1 µM), for the others: at the top dose activation, most hits filed as activators; AID 624171, 2012; also: potency is read from the fitted curve at half-maximal effect; % of control where 0% means no effect; nearly all actives have a fitted effect of over 65% in size
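For detection, Steady-Glo was added and plates sat 30 min at RT; before that, AREc32_Fluc cells grown overnight in OPTI-MEM/5% FBS had been treated with 23 nL compound for 24 hr at 37 deg C.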
* = called active by the depositor; i = inactive; ? = inconclusive; · = no result given; [ ] = remark or other dose. Unless noted, calls follow the shape of the dose curve; as a rule, active = well fitted curve in the direction sought with a large enough effect; inconclusive = small, poorly fitted or top-dose-only effect, or another doubt; inactive = no such curve, though single readings can be large; an effect the other way counts as inactive or inconclusive. A portion of the library, so the mix of outcomes need not match the whole.

A first look:
cpd	canonical_smiles	CCT chaperon mod	Nrf2 inh	TGFb SMAD3 inh	EPAC2 antag	A549 tox	Akt phos inh	EPAC2 agonist	Nrf2 ARE act	Mm-Cpn inhibitor
1	Cc1ccc(-c2csc3ncn(CC(=O)N4CCOCC4)c(=O)c23)cc1C	-1.1	-2%	5%	-3%	4%	i	-3%	-0.4%	-2%
2	Cc1ccc(C(=O)OCC(=O)NC2CCCC(C)C2C)s1 (configuration not stated)	0.7	·	0%	-17%	·	i	-2%	3.5%	·

This part in full (from the top)
cpd	canonical_smiles	CCT chaperon mod	Nrf2 inh	TGFb SMAD3 inh	EPAC2 antag	A549 tox	Akt phos inh	EPAC2 agonist	Nrf2 ARE act	Mm-Cpn inhibitor
1	Cc1ccc(-c2csc3ncn(CC(=O)N4CCOCC4)c(=O)c23)cc1C	-1.1	-2%	5%	-3%	4%	i	-3%	-0.4%	-2%
2	Cc1ccc(C(=O)OCC(=O)NC2CCCC(C)C2C)s1 (configuration not stated)	0.7	·	0%	-17%	·	i	-2%	3.5%	·
3	Cc1ccc(C(=O)NC(=S)NNC(=O)c2cccc([N+](=O)[O-])c2)cc1	-0.2	?	-3%	-3%	-19%	i	-11%	0.0%	-1%
4	COc1cc(CN2CCN(Cc3cn(C)c4ccccc34)CC2CCO)cc(OC)c1 (configuration not stated)	0.4	6%	12%	-6%	1%	i	-2%	0.9%	-2%
5	CCOC(=O)Cn1nc(C)c(NC(=O)c2ccc(Cl)c([N+](=O)[O-])c2)c1C	-0.2	-17%	-7%	-3%	0%	i	0%	19%	-14%
6	CCCCCC(=O)Nc1cc(S(=O)(=O)N2CCOCC2)ccc1N1CCCCC1	0.1	-21%	?	1%	-2%	i	-2%	2.7%	1%
7	NS(=O)(=O)c1ccc(CCNC(=O)CSc2nnc3ccccn23)cc1	-1.7	1%	?	3%	-3%	i	0%	-0.9%	-1%
8	COc1ccc(C(=O)NC2CCCc3ccccc32)cc1OC1CCN(C(C)=O)CC1 (configuration not stated)	-1.4	8%	-1%	-4%	10%	i	-1%	-0.4%	0%
9	CCc1nonc1NC(=O)c1oc2c(C)c(C)ccc2c1C	-2.5	-5%	-1%	-4%	-7%	i	6%	3.2%	-1%
10	Cc1nc2nc[nH]n2c(=O)c1NS(=O)(=O)c1ccc(F)cc1	0.7	?	3%	7%	-7%	i	-6%	-0.5%	-1%
11	Cc1ccc(CNc2cc(-c3nn4c(C)nnc4s3)ccc2C)s1	-0.5	16µM*	32%[activator]	1%	-13%	·	-1%	7.0%	0%
12	COC(=O)C1=C(C)N=C2SCCC(=O)N2C1c1ccc(C(=O)OC)cc1 (configuration not stated)	-0.4	3%	-32%	2%	-5%	i	11%	-0.4%	-1%
13	Clc1cccc(CSc2nnc(-c3sccc3-n3cccc3)o2)c1	-1.6	?	8%	-5%	0%	i	-4%	24%	-7%
14	O=C(CSc1nc2cccnc2n1Cc1ccccc1)NC1CCCCC1	-2.7	14%	-21%	5%	9%	i	3%	-1.5%	-4%
15	Cc1ccccc1C(=O)Nc1ccccc1C(=O)N/N=C\c1ccco1	-0.9	6%	-8%	9%	11%	i	5%	?	-1%
16	CCOC(=O)c1cc2c(=O)n3ccccc3nc2n(CCCOC)c1=NC(=O)C(C)Oc1ccccc1 (configuration not stated)	·	-5%[9.27 µM]	1%	·	19%	·	·	3.8%	·
17	O=c1c(Cl)c(N2CCN(S(=O)(=O)c3ccc(F)cc3)CC2)cnn1-c1cccc(Cl)c1	-0.7	-29%	0%	2%	-7%	i	4%	0.4%	?
18	CC(C)(C)OC(=O)N1Cc2cc3ccccc3nc2C1	1.8	·	-12%	-14%	·	i	-5%	20%	·
19	CN(C)S(=O)(=O)c1ccc(NC(=S)NC(=O)C2CCC2)cc1	-9.3	-11%	0%	-6%	0%	i	4%	-0.6%	-1%
20	Cn1c(Cc2cccs2)nnc1SCC(=O)Nc1ccccc1	-2.5	13%	7%	-15%	18%	i	3%	0.3%	0%
21	COc1ccccc1C(=O)COC(=O)CSC(C)C(=O)Nc1cc(C)on1 (configuration not stated)	1.7	7%	0%	6%	-7%	i	5%	-1.0%	0%
22	COc1ccc(N(CC(=O)NC2CCCCC2)C(=O)CNC(=O)c2cccs2)cc1OC	-0.3	-6%	14%	1%	-12%	i	1%	-0.2%	1%
23	COc1cccc(Cn2c(=O)n(CC3CCC(C(=O)N4CCOCC4)CC3)c(=O)c3sccc32)c1 (configuration not stated)	·	?	-8%	·	4%	·	·	4.9%	·
24	CCOc1ccc2ccccc2c1/C=N/NC(=O)CNC(=O)Cc1ccccc1	-5.4	-9%	1%	22%	7%	i	8%	19%	0%
25	S=C(NCCSCc1ccc(Cl)cc1Cl)Nc1ccccc1	0.8	?	?	-4%	-11%	i	22%	-0.5%	1%
26	CC(NC(=O)c1ccccc1)C(c1cccs1)N1CCOCC1 (configuration not stated)	-0.9	15%	-12%	8%	-4%	i	-1%	-0.5%	-1%
27	CC1CC(C)(C)CC2(C1)NC(=O)N(CC(=O)N1CCN(S(=O)(=O)c3ccc(F)c(F)c3F)CC1)C2=O (configuration not stated)	1.3	2%	-14%	4%	-8%	i	-13%	1.1%	·
28	COCCc1nn2c(=O)cc(COC(=O)COc3ccc(F)cc3)nc2s1	·	?	-7%	·	2%	·	·	4.8%	·
29	Cc1ccccc1-c1nnn(CC(=O)Nc2ccc3c(c2)OCCO3)n1	1.3	4%	-6%	3%	1%	i	2%	2.7%	1%
30	CCN(CC)c1ccc(/C=N/NC(=O)c2ccc3nc[nH]c3c2)cc1	2.3	-16%	9%	-15%	-5%	i	4%	0.0%	-5%

cpd	canonical_smiles	CCT chaperon mod	Nrf2 inh	TGFb SMAD3 inh	EPAC2 antag	A549 tox	Akt phos inh	EPAC2 agonist	Nrf2 ARE act	Mm-Cpn inhibitor
31	COc1cc(C2C3=C(Nc4ncnn42)c2ccccc2CC3)cc(OC)c1OC (configuration not stated)	-0.9	-9%	-33%	3%	?	i	10%	2.3%	0%
32	CCOc1ccc2c(c1)NC(c1cccs1)=NC(c1ccc(F)cc1)=N2	·	0%	?	·	-13%	·	·	6.2%	·
33	CC1CCCCC12NC(=O)N(CC(=O)N1CCN(Cc3ccc(C#N)cc3)CC1)C2=O (configuration not stated)	0.6	5.8µM*	-32%	7%	0%	i	8%	0.2%	-2%
34	Cc1ccc(OCC(=O)Nc2ccc3c(c2)nc(CCN2CCN(c4ccccn4)CC2)n3C)cc1	1.3	·	-3%	-7%	·	i	-3%	4.2%	·
35	CC1(C)Cc2ccccc2-c2nc(NN)[nH]c(=O)c21	-0.9	-16%	-13%	2%	-4%	i	3%	-0.5%	-1%
36	CC(C)COc1ccc(-c2nn(-c3ccccc3)cc2/C=C2/SC(=S)N(CC(=O)O)C2=O)cc1	-0.7	-3%	0%	-4%	-10%	i	-11%	-0.8%	-2%
37	COC(=O)[C@@]1(Cc2ccc(F)cc2)[C@H]2c3cc(C(=O)N(C)C)n(Cc4ccc(OC)c(OC)c4)c3C[C@H]2CN1C(=O)c1ccccc1	-1.7	?	13%	-11%	-10%	i	12%	-0.6%	1%
38	CCOc1ccc(S(=O)(=O)NCCC(=O)NCCc2ccc(C(C)C)cc2)cc1	-1.1	-12%	?	-2%	-4%	i	-10%	2.9%	1%
39	O=C(NCc1ccc(Cl)cc1)N1CCc2ccccc2C1	-2.4	?	0%	-5%	3%	i	8%	0.5%	1%
40	O=C(NCc1ccco1)C(c1cccnc1)N(C(=O)Cn1nnc2ccccc21)c1ccccc1 (configuration not stated)	-0.4	·	-29%	17%	6%	i	6%	-0.7%	1%
41	Cc1nnc(SCC(=O)NNC(=O)c2ccco2)n1-c1ccccc1	1.1	-2%	-2%	5%	-1%	i	4%	-0.1%	1%
42	CC(/C=C/c1ccccc1)=N/NC(=O)c1cc([N+](=O)[O-])cc([N+](=O)[O-])c1	-1.4	-19%	-3%	-22%	5%	i	3%	0.2%	1%
43	COc1ccc(C2C(C(N)=O)=C(C)Nc3nc(-c4ccccc4Cl)nn32)c(OC)c1 (configuration not stated)	0.8	-7%	1%	-7%	5%	i	9%	22%	2%
44	Cn1c(CNc2ccccn2)c(C#N)c2ccccc21	-2.9	-21%	0%	15%	-7%	i	-7%	0.3%	-1%
45	Cc1ccc(S(=O)ONc2cccc(NOS(=O)c3ccc(C)cc3)c2)cc1 (configuration not stated)	2.7	·	-29%	?	·	i	?	0.2%	·

Reprinted at random: two records from the list
cpd	canonical_smiles	CCT chaperon mod	Nrf2 inh	TGFb SMAD3 inh	EPAC2 antag	A549 tox	Akt phos inh	EPAC2 agonist	Nrf2 ARE act	Mm-Cpn inhibitor
1	Cc1ccc(-c2csc3ncn(CC(=O)N4CCOCC4)c(=O)c23)cc1C	-1.1	-2%	5%	-3%	4%	i	-3%	-0.4%	-2%
36	CC(C)COc1ccc(-c2nn(-c3ccccc3)cc2/C=C2/SC(=S)N(CC(=O)O)C2=O)cc1	-0.7	-3%	0%	-4%	-10%	i	-11%	-0.8%	-2%
